Screening results deposited in PubChem BioAssay by National Center for Advancing Translational Sciences (NCATS).
Epigenetic derep: epigenetic control regulation, reporter derepression; murine LDR cells, GFP reporter derepression, 30 h; Potency, µM (doses to about 53.9 µM), for inactives: at the highest dose GFP activation, hits mostly activators; actives 0.2% (n = 280,000); AID 1865; also: % of control where 0% means no effect; nearly all actives have a fitted effect of over 60% in size
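Murine LDR cells bearing a silenced CMV-driven GFP reporter were exposed to compound for 30 h at 37 C. After PBS washes, GFP-positive cells (20-120 um objects) counted by laser-scanning microplate cytometry.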
RECQ1 inh: inhibitors of human RECQ1 DNA helicase; P46063; RECQ1 DNA unwinding, red fluorescence kinetic read; Potency, µM (titrated, usually from 57.3 µM), inactives show at the top dose activity, negative = inhibition, usual class: inhibitors; actives 0.54% (n = 240,000);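 also: plate controls were vehicle for no effect and no enzyme for full effect; nearly all actives have a fitted effect of over 30% in size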
Target sequence (P46063 whole entry, looked up): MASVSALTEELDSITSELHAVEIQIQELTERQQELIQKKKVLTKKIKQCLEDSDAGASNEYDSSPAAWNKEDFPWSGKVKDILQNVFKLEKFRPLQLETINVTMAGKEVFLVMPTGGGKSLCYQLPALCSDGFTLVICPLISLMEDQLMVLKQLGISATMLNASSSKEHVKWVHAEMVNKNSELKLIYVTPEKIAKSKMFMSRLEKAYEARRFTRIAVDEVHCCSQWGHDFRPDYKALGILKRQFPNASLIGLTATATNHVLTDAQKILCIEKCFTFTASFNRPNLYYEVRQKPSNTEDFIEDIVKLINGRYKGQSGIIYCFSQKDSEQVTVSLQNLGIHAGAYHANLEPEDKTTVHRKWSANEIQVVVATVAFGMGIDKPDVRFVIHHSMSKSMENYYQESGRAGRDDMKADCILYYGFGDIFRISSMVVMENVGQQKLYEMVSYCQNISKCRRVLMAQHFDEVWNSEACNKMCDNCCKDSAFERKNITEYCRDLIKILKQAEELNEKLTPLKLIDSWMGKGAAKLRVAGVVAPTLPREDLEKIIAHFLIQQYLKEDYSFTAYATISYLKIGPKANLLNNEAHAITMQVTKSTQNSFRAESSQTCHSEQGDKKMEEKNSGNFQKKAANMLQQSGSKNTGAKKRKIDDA
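RECQ1T1 50 nM; forked duplex (20 bp + 30-nt ss tails) 200 nM, ATP 2 mM final; pH 8.0, 2 mM MgCl2, 2.5 ug/ml poly(dI-dC); 15 min compound preincubation; discontinuous kinetic read over 2 h at RT.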
KDM4E inh: blocks human JMJD2E demethylase activity. JMJD2E catalytic domain, FDH-coupled NADH fluorescence (FDH is formaldehyde dehydrogenase). actives 1.6% (n = 230,000). B2RXH2. Potency, µM (top dose mostly 57.1 µM), without a hit: at the top dose activity change, negative = inhibition, actives largely listed as inhibitors; active = well fitted inhibition curve with a large enough effect, not every such curve was filed as active; inconclusive = small, poorly fitted or top-dose-only effect, or another doubt; inactive = no such curve, though single readings can be large or run the other way;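 also: 0% = wells with enzyme and -100% = buffer wells without enzyme; nearly all actives have a fitted effect of over 50% in size; many of its hits are not listed in these tables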
Luc counter: blocks Kinase-Glo luciferase, a counter-screen artifact. Potency, µM (highest dose often 38.3 µM), inactives show at the top dose activity change, negative = inhibition, actives largely listed as inhibitors. actives 0.28% (n = 200,000). AID 1379. Kinase-Glo luciferase, ATP luminescence, 8 min; also: % is scaled to controls: 0 for no effect and ±100 for the full control effect; nearly all actives have a fitted effect of over 60% in size
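Compounds were added to a substrate mix at pH 7.2 (50 mM imidazole, 10 uM ATP, within the enzyme's linear range), followed by Kinase-Glo detection reagent; luminescence was measured after 8 minutes at ambient temperature.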
IMPase Li cell: IMPase inhibition in cells with lithium potentiation | CHO-M1 cells, IP1 TR-FRET (IP-One), carbachol + lithium | Potency, µM (highest dose often 59.4 µM), inactives show top-dose activity, negative = IMPase inhibition, actives largely listed as inhibitors | actives 0.35% (n = 210,000);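 also: IP1 builds up when IMPase is blocked and the TR-FRET signal falls; plate controls were basal vehicle for no effect and high inhibitor control for full effect; nearly all actives have a fitted effect of over 50% in size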
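CHO cells stably expressing M1 receptor (2000/well) were cultured 16–30 h, then exposed to compounds with a small lithium addition for 30 min at 37C. IP1 was measured by TR-FRET competition; AC50 from Hill fits.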
SMN2 splice enh: increases expression of the SMN2 splice variant. actives 2.8% (n = 210,000). Potency, µM (top dose mostly 46.1 µM), without a hit: top-dose activity change, positive = activation, actives largely listed as activators. HEK293 SMN2-luciferase splicing reporter, luminescence, 30-36 h. AID 1458; also: % of control where 0% means no effect; nearly all actives have a fitted effect of over 55% in size
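qHTS luciferase splicing reporter: luminescence rises when SMN2 exon 7 is included in transfected HEK293 cells. Compound exposure lasted 30-36 h at 37C, with 4.5 mM final sodium butyrate as control, followed by a ONE-Glo read.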
NPSR antagonist: antagonists of human neuropeptide S receptor cAMP signaling | Q6W5P4 | CHO-NPSR cells, cAMP TR-FRET, antagonist mode | AID 1461 | actives 1% (n = 220,000) | Potency, µM (titrated, usually from 38.3 µM), without a hit: at the top dose activity change, negative = inhibition, usual class: inhibitors; also: % is scaled to controls: 0 for no effect and ±100 for the full control effect; nearly all actives have a fitted effect of over 50% in size; many of its hits are not listed in these tables
Target sequence (Q6W5P4 whole entry, looked up): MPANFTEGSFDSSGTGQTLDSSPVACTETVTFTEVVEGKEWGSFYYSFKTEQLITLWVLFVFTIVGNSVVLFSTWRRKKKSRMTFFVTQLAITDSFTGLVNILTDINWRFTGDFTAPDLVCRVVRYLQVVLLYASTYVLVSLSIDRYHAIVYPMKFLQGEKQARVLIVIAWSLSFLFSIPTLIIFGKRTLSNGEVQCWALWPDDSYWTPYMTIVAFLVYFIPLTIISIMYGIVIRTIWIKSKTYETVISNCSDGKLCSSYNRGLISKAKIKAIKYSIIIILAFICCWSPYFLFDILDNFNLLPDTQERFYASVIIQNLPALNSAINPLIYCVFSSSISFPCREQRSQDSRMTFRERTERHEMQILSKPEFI
RGS12 GoLoco inh: RGS12 GoLoco-Gai1 interaction inhibition. Gai1:RGS12 GoLoco peptide FP, rhodamine, 10 min. actives 0.44% (n = 230,000). Potency, µM (doses to about 61.6 µM), without a hit: at the top dose activity, negative = inhibition, actives largely listed as inhibitors; active = well fitted inhibition curve with a large enough effect, not every such curve was filed as active; inactive = no such curve, though single readings can be large or run the other way; also: % is scaled to controls: 0 for no effect and ±100 for the full control effect; nearly all actives have a fitted effect of over 30% in size; many of its hits are not listed in these tables
* marks the source's active call; other numbers are inactive results; i = inactive; ? = inconclusive; . = no result given; [ ] = another dose, or the depositor's remark. Unless noted, calls follow the shape of the dose curve; as a rule, active = well fitted curve in the direction sought with a large enough effect; inconclusive = small, poorly fitted or top-dose-only effect, or another doubt; inactive = no such curve, though single readings can be large; an effect the other way counts as inactive or inconclusive. Potency is read from the fitted curve at half-maximal effect. An excerpt; count on the stated rates, not on these rows.

SMILES	Epigenetic derep	RECQ1 inh	KDM4E inh	Luc counter	IMPase Li cell	SMN2 splice enh	NPSR antagonist	RGS12 GoLoco inh
COc1cccc(NC(=O)CCC(=O)NCc2ccco2)c1	0.7%	i	-6.3%	-2.0%	5.2%[38.3 µM]	3.5%	-4.3%[46.1 µM]	3.3%
CCCCCSc1nnc(C)c(=O)[nH]1	0.6%	i	-3.2%	-3.8%	5.5%[38.3 µM]	-13.5%	-7.4%[46.1 µM]	3.8%
CCCn1c(=O)c(-c2ccccc2)c(O)c2ccccc21	1.0%	i	?	-1.0%	5.7%[38.3 µM]	15.9%	-15.0%[46.1 µM]	-1.5%
Cc1noc(C)c1S(=O)(=O)N1CCC(C(=O)N2CCC(C)CC2)CC1	-3.9%	-1.5%	2.1%	-3.4%	27.1%[38.3 µM]	?	-4.2%[46.1 µM]	-8.5%
CCN(CC)c1ccc2cc(NC(=O)CCC(=O)O)c(=O)oc2c1	-0.8%	-1.7%	?	1.9%	1.4%[38.3 µM]	-54.8%[inhibitor]	?	-6.3%
O=C1C2=C(NC(=S)NC2c2ccc(Cl)cc2)NC(c2ccc(Cl)cc2)N1c1ccc(Cl)cc1 (stereo unspecified)	2.2%	-10.7%	-19.7%	-1.7%	-3.8%[38.3 µM]	6.9%	?	2.8%
CCN(CC)S(=O)(=O)c1cc(C(=O)OC)ccc1Cl	-1.4%	4.2%	2.2%	-6.9%	16.6%[38.3 µM]	-87.6%[inhibitor]	3.4%[46.1 µM]	7.1%
Cc1ccc(CN(C(=O)c2cc(=O)c3cc(C)cc(C)c3o2)C2CCS(=O)(=O)C2)cc1 (stereo unspecified)	0.1%	-0.8%	-2.2%	.	.	.	25.8%	4.3%
COc1ccc(C2(CNC(=O)C(=O)Nc3ccc(C)cc3)CCOCC2)cc1	0.0%	i	-9.0%	-3.5%	13.6%	.	-6.7%	-4.9%
N#C/C(=C\c1cn(CCOc2ccccc2)c2ccccc12)C(=O)NCc1cccs1	1.5%	8.8%	-12.9%	-2.9%	-8.3%	-1.2%	-32.1%	7.0%
CN(CC(=O)O)CC(=O)O	.	.	.	-2.2%[7.66 µM]	5.9%	-18.3%[9.22 µM]	.	-1.8%[14.2 µM]
Cc1nn(C)cc1CN1CCCC(C(=O)c2ccc(-c3ccccc3)c(F)c2)C1 (stereo unspecified)	-1.2%	-11.2%	4.0%	.	9.2%	.	26.5%	-5.1%
COc1ccccc1NC(NC(=O)c1ccco1)C(=O)c1ccccc1 (stereo unspecified)	-3.0%	-0.1%	-0.6%	3.9%	20.4%[38.3 µM]	5.6%	-11.6%[46.1 µM]	8.1%
FC(F)(F)c1ccc(Sc2nnc(-c3cccs3)n2CC2CCCO2)nc1 (stereo unspecified)	-12.2%	-3.8%	5.6%	6.4%	6.1%	-26.3%	-9.3%[46.1 µM]	-5.6%
Oc1c(/C=N/Nc2cccc3cccnc23)ccc2ccccc12	-2.0%	-11.2%	?	-1.5%	-0.1%	11.2µM*	-4.6%	4.7%
COC(=O)C1C(c2ccccc2)C(C(=O)N2CCOCC2)C1c1ccccc1 (stereo unspecified)	0.0%	-2.0%	-4.0%	5.7%	26.3%[38.3 µM]	-12.4%	-0.4%[46.1 µM]	3.7%
Cc1ccc(C(=O)Nc2cccc(C(F)(F)F)c2)cc1Nc1ncnc2nc[nH]c12	0.0%	-17.1%	-8.1%	.	.	.	-15.1%	3.9%
CCC(C)NC(=O)CN(c1cc(C)ccc1OC)S(C)(=O)=O (stereo unspecified)	0.0%	i	9.4%	0.1%	-7.6%[38.3 µM]	-1.4%	-7.0%[46.1 µM]	-13.3%
CCCC[C@@H]1C[C@H]1C(NC(=O)c1cccs1)c1ccc(-c2ccccc2)cc1 (stereo partly specified)	-0.5%	-14.4%	-5.9%	-5.3%	-12.2%	-35.7%[inhibitor]	.	4.1%
O=C(N/C(=C\c1ccccc1)C(=O)N1CCN(CCO)CC1)c1ccccc1	-11.8%	-0.7%	0.6%	-0.9%	-8.1%	2.8%	2.5%	0.2%
N#CC(C#N)=C/C(C#N)=C(/N)N1CCN(c2ccc(Cl)cc2)CC1	?	0.3%	?	-2.9%	?	-9.1%	-17.2%[46.1 µM]	2.2%
Cc1cccc2nc(-c3ccco3)c(Nc3ccccc3)n12	1.1%	-1.9%	?	-1.7%	3.4%	-52.0%[inhibitor]	-34.1%	2.1%
c1ccc(-c2noc(C3CCC3)n2)nc1	-1.0%	-1.3%	-4.0%	.	.	.	16.8%	1.8%
CC(=O)c1c(C)[nH]c(C(=O)CN2C(=O)NC(C)(c3ccc(C)cc3)C2=O)c1C (stereo unspecified)	-0.6%	i	0.9%	-1.0%	-1.4%	19.3%	1.1%	-2.1%
C/C(=N/OCc1ccc(Br)cc1)c1ccccn1	-2.3%	i	9.2%	-9.0%	-1.7%	14.1µM*	-15.6%	-2.3%

Some of these compounds in order of the RECQ1 inh value, descending.
structure	RECQ1 inh
Cc1cccc2nc(-c3ccco3)c(Nc3ccccc3)n12	-1.9%
O=C1C2=C(NC(=S)NC2c2ccc(Cl)cc2)NC(c2ccc(Cl)cc2)N1c1ccc(Cl)cc1 (stereo unspecified)	-10.7%
CCCC[C@@H]1C[C@H]1C(NC(=O)c1cccs1)c1ccc(-c2ccccc2)cc1 (stereo partly specified)	-14.4%

Next part.
SMILES	Epigenetic derep	RECQ1 inh	KDM4E inh	Luc counter	IMPase Li cell	SMN2 splice enh	NPSR antagonist	RGS12 GoLoco inh
Cc1ccc(NC(=S)Nc2ccc(S(=O)(=O)Nc3ncccn3)cc2)c(C)c1	1.2%	-1.7%	15.2%	.	.	.	-22.2%	-0.4%
Cc1ccc(CN2C(=O)C(C)(C)Oc3ccc(C(=O)N4CCCCC4)cc32)cc1	-1.9%	i	3.9%	13.2%	-0.9%[38.3 µM]	-16.4%	?	9.4%
O=C(O)c1cc(-c2cccs2)nn1-c1ccc(F)cc1	1.9%	i	-11.1%	-1.1%	-8.2%	5.7%	-3.9%	3.9%
COc1ccc(OCCOc2ccc(C)nc2[N+](=O)[O-])cc1	-2.0%	-2.1%	8.8%	-4.3%	-3.8%	?	12.7%	12.6%
O=C(NNS(=O)(=O)c1ccc2ccccc2c1)c1cc(-c2ccccn2)nc2ccccc12	-1.8%	-2.6%	7.3%	5.7%	3.8%	-9.4%	-18.2%	11.6%
CCCCC(=O)NC(=S)Nc1ccc(Cl)c(C(=O)O)c1	0.2%	i	-2.6%	-1.6%	1.3%	-5.8%	4.5%	3.9%
COc1cc(/C=C/c2cc(C(F)(F)F)[nH]c(=O)n2)cc(OC)c1OC	1.1%	-17.4%	?	-0.9%	-1.2%	0.6%	-32.4%	13.4%
Clc1cccc(CSc2nnc(-c3cccnc3)n2Cc2ccco2)c1	0.7%	-9.9%	12.2%	-1.6%	6.7%[38.3 µM]	-0.6%	-16.3%[46.1 µM]	-0.8%
O=C(NC1=C(Nc2ccc(Cl)cc2)C(=O)c2ccccc2C1=O)c1ccccc1	-3.0%	0.0%	?	-10.9%	9.7%	-63.9%[inhibitor]	-5.9%	-10.9%
CCc1c(O)nc2ccccn2c1=O	-1.1%	7.6%	-3.1%	5.4%	5.2%	12.9%	21.0%	3.5%
Cc1c(CCOC(=O)c2cccc([N+](=O)[O-])c2)sc[n+]1CC(=O)c1ccccc1	1.1%	-2.4%	5.7%	-1.2%	23.0%	.	-7.8%	13.6%
COc1cc(/C=C(\NC(C)=O)C(=O)Nc2ccccc2C)ccc1OC(C)=O	-0.9%	-4.2%	5.8%	-1.1%	-0.2%	-9.7%[1.84 µM]	15.8%	-3.1%
O=C(CN1CCCCC1)Nc1cccc(Oc2ccccc2)c1	2.4%	i	4.6%	0.7%	42.1%[activator][38.3 µM]	-9.7%	15.0%[46.1 µM]	-22.0%
Cc1ccc(OCCOCCn2cnc3ccccc3c2=O)cc1C	-5.8%	12.7%	-0.5%	0.3%	-0.8%	-4.3%	5.6%	11.7%
O=C(CSc1nc2ccccc2[nH]1)Nc1ccccc1F	0.0%	7.0%	-10.1%	-1.9%	10.1%[38.3 µM]	-7.4%	-8.1%[46.1 µM]	8.6%
Cc1ccc(C(=O)N/C(=C\c2ccco2)C(=O)NCCc2c[nH]c3ccccc23)cc1	-1.0%	0.1%	10.7%	-1.0%	15.7%	17.4%	-4.3%	16.1%
COc1ccc(/C=N/Nc2nc(C)c([N+](=O)[O-])c(N(C)c3ccccc3)n2)cc1OC	0.8%	7.1%	-0.5%	-4.5%	-7.1%[38.3 µM]	-18.4%	-1.1%[46.1 µM]	6.3%
CC(=O)Nc1ccc(OCC[n+]2cccc(C(N)=O)c2)cc1	1.1%	-14.0%	14.6%	-1.3%	18.2%	6.0%	13.8%	9.7%
CN1CCN(c2ccc(C(=O)c3ccc(Br)cc3)cc2[N+](=O)[O-])CC1	-0.5%	i	-0.8%	4.4%	8.6%	-30.8%[inhibitor]	-4.6%	12.6%
CCCCc1ccc(NC(=O)N2CCNC(=O)C2CC(=O)Nc2ccsc2C(=O)OC)cc1 (stereo unspecified)	-1.0%	-11.7%	-6.4%	.	.	.	-42.6%	7.2%
COc1ccc(-n2nnnc2-c2nc3ccccc3s2)cc1	10.4%	-7.9%	?	-15.7%	?	-28.0%	?	-9.5%
CCc1[nH]c(C(=O)O)c(C)c1C(=O)OC	1.1%	-4.6%	-0.6%	.	.	.	-6.6%	3.6%
CCOC(=O)CC(=O)CSc1nc(C)cc(-c2cccnc2)c1C#N	-1.1%	-17.9%	-7.8%	4.8%	-3.8%[38.3 µM]	22.9%	-6.4%[46.1 µM]	0.5%
c1ccc(Cc2cc[n+](Cc3ccccc3)cc2)cc1	-0.6%	-2.4%	0.5%	1.2%	24.4%	.	-7.6%	-3.0%
Nc1ncnc2c1ncn2CCN1CCCCC1	-1.0%	i	7.9%	-3.4%	1.3%[38.3 µM]	5.6%	-6.9%[46.1 µM]	-22.5%
CCN=C1SC(CC(=O)NCC)C(=O)N1CC (stereo unspecified)	-1.9%	8.9%	2.4%	-2.0%	25.5%[38.3 µM]	21.8%	-3.6%[46.1 µM]	6.0%
